PP1 counter – PP1-alpha (human) inhibition in PP5 counter-screen; actives 0.9% (n = 320,000); AID 2235; P62136; inhibition, % at 6.7 µM; purified PP1alpha, OMFP fluorescence;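 active = inhibition above the mean inhibition of all tested compounds plus 3 SD, computed separately for each screening campaign, cut at about 15% in these data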
Target sequence (P62136 whole entry, looked up): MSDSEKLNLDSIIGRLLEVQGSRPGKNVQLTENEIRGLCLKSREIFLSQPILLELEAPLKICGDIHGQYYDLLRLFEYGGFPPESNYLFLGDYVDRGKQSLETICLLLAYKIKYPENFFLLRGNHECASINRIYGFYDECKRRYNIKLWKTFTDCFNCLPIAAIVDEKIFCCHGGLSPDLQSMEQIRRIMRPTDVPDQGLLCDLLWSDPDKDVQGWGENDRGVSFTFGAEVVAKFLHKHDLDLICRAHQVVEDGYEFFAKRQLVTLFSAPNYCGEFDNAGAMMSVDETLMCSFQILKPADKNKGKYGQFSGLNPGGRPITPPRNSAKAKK
EBNA-1 inhibitor – blocks EBNA-1 binding to DNA; EBNA-1 DNA binding, fluorescence polarization; inhibition, % at 14.8 µM; actives 0.34% (n = 300,000); in the data active = inhibition above about 28%
Yeast superoxide – yeast age-related superoxide inhibition as caloric restriction mimetic. AID 2690. actives 0.18% (n = 330,000). superoxide response (% of plate mean), % at 10 µM. S. cerevisiae aged cells, superoxide DHE fluorescence; active compounds read low;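 active = superoxide response under a set limit, about three screen SD below normal, cut at about 65% in these data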;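 note: yeast aged for seven days with compound at 30 °C before DHE staining; 100% = average MFI of all compound-treated wells on the plate with controls excluded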
Fh CTSL1 inh – cathepsin L1 inhibition, PFM18AAP counter-screen; inhibition, % at 5.96 µM; recombinant F. hepatica cathepsin L1, Z-Leu-Arg-MCA fluorescence; actives 0.49% (n = 300,000); AID 1906;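 active = inhibition above the mean of all tested compounds plus 3 SD, set per screening campaign, cut at about 17% in these data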;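 note: 0% = plate median of test compound wells and 100% = 1 µM Z-Phe-Ala-diazomethylketone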
PP5 primary – inhibitors of human protein phosphatase 5 (PP5) | P53041 | purified PP5c, OMFP substrate fluorescence | inhibition, % at 6.7 µM | actives 0.18% (n = 320,000);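 active = inhibition above the campaign's mean inhibition across all tested compounds plus 3 SD, cut at about 9.5% in these data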;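 note: 0% = DMSO only and 100% = 100 µM cantharidin control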
JMJD2C inh – blocks human GASC-1 demethylase activity | AID 2099 | GST-JMJD2C(1-420) H3K9me3 demethylation, DELFIA europium | actives 0.069% (n = 330,000) | inhibition, % at 2.35 µM | Q9H3R0;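 active = more than half of a compound's replicate wells show inhibition beyond 50%, single wells judged on their own value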;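 note: signal counts dimethyl H3K9 product captured on neutravidin plate; 0% = median of DMSO wells and 100% = 0.3 times that DMSO median; strong numbers were not always called active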
Target sequence (Q9H3R0 1-420 limits assumed): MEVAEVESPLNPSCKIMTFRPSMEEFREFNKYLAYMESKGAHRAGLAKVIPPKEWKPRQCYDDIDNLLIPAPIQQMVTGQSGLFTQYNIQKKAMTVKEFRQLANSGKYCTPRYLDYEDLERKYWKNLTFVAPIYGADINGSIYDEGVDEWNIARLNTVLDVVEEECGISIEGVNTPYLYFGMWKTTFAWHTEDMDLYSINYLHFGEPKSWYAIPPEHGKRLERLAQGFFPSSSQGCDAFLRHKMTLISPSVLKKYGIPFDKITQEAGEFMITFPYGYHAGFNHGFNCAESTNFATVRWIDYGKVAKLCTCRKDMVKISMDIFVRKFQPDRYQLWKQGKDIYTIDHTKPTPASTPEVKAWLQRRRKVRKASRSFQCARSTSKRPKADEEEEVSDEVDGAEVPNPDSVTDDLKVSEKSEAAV
HCV core dimer – blocks dimerization of HCV core protein; TR-FRET GST/Flag-core106 dimerization, 1536-well; inhibition, % at 5 µM; actives 0.33% (n = 300,000);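 active = inhibition above the mean of all tested compounds plus 3 SD, set per screening campaign, cut at about 45% in these data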
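System – GST-tagged and Flag-tagged HCV core protein residues 1-106 · Repeats – one well for each compound · Technique – TR-FRET 671 and 617 nm emission · Doses – one concentration, 5 µM, in 0.5% DMSO · Times – 4 h, 22.5 °C incubation · Also added – Eu donor and XL665 acceptor anti-tag antibodies · Measure – percent inhibition of core106 dimerization signal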
TPT1 inh – inhibitors of Candida albicans tRNA 2'-phosphotransferase TPT1 | recombinant caTPT1, FP RNA substrate dephosphorylation | actives 0.81% (n = 300,000) | inhibition, % at 5 µM;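 active = inhibition above the mean of all tested compounds plus 3 SD, set per screening campaign, cut at about 24% in these data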;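 note: plate controls were DMSO alone for no effect and ferristatin control at 100 nM for full effect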
ZTA counter – counter-screen for EBNA-1 inhibitors: inhibitors of Epstein-Barr virus ZTA | AID 2234 | ZTA-DNA binding, fluorescence polarization | inhibition, % at 11 µM | P03206 | actives 0.15% (n = 320,000); in the data active = inhibition above about 33%
Target sequence (P03206 whole entry, looked up): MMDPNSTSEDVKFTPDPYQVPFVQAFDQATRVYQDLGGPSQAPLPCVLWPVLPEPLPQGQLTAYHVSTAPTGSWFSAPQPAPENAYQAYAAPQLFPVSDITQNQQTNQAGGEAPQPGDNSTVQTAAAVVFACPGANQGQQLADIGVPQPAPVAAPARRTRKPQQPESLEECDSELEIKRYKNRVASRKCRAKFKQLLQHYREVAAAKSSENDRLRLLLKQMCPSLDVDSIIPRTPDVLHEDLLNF
An asterisk follows results filed as active; x = not tested or not shown.

| cpd | molecule | PP1 counter | EBNA-1 inhibitor | Yeast superoxide | Fh CTSL1 inh | PP5 primary | JMJD2C inh | HCV core dimer | TPT1 inh | ZTA counter |
| --- | --- | --- | --- | --- | --- | --- | --- | --- | --- | --- |
| 1 | O=C(Cc1csc(NC(=O)c2ccc(F)cc2)n1)NO | -3 | -8 | 99 | -2 | -0.1 | -7 | -2 | 5 | -8 |
| 2 | COCCN(CCOC)C(=O)c1ccc(NS(=O)(=O)c2ccc3[nH]c(=O)[nH]c3c2)cc1 | 0 | -6 | 99 | 3 | -2.0 | -5 | -11 | 0 | -7 |
| 3 | CSc1nnc(-c2ccccc2)o1 | 0 | 0 | 90 | -3 | 3.0 | 3 | -3 | -4 | -19 |
| 4 | O=C(CN1C(=O)C2C3C=CC(C3)C2C1=O)Nc1ccc(F)cc1 (centres undefined) | 2 | -7 | 89 | -4 | -6.4 | -1 | -16 | 0 | 3 |
| 5 | S=C(Nc1ccc2nccnc2c1)N1CCCC1 | -1 | 9 | 90 | 3 | -1.6 | -2 | 2 | 4 | -5 |
| 6 | Cc1cc(=O)[nH]c(Cc2ccc(OC(C)C)cc2)n1 | -3 | 5 | 116 | -1 | -3.3 | 5 | 12 | -2 | 19 |
| 7 | O=C1/C(=C/c2ccc(F)cc2)Oc2cc(OC(=O)N3CCOCC3)ccc21 | -5 | -7 | 114 | 2 | 0.3 | -8 | -4 | 1 | 0 |
| 8 | C/C(N)=C(/C#N)C(=O)COC(=O)Cc1coc2ccc3ccccc3c12 | -3 | 21 | 106 | 1 | 2.1 | 0 | 6 | 3 | 1 |
| 9 | CCC(c1nnnn1Cc1ccc(OC)cc1)N(CCCO)Cc1cc2cc3c(cc2[nH]c1=O)OCO3 (centres undefined) | -1 | 11 | 93 | 2 | 2.1 | 4 | -2 | -9 | 6 |
| 10 | Cc1cc(C)nc(N(C#N)CCOc2ccccc2)n1 | -3 | 0 | 114 | 5 | -0.5 | 47 | 4 | 0 | 10 |
| 11 | CN1CCN(C(=O)C2CCC(C)(C(=O)O)C2(C)C)CC1 (centres undefined) | -4 | 4 | 95 | 4 | -0.6 | 21 | -5 | -5 | 8 |
| 12 | Cc1ccccc1NC(=O)CSc1nc(N)c2c3c(sc2n1)CSC(C)(C)C3 | -2 | -7 | 104 | 2 | 4.2 | -2 | 0 | 0 | 6 |
| 13 | Cc1cc([N+](=O)[O-])nn1CC(=O)N/N=C/c1ccccc1F | -4 | 15 | 92 | -1 | -4.2 | 2 | 1 | -6 | 1 |
| 14 | NC(=O)c1cccn1-c1ncc(C(F)(F)F)cc1Cl | -1 | 14 | 78 | -1 | -2.7 | 1 | -15 | 0 | -7 |
| 15 | O=C(NC1CCCCC1)c1cccs1 | -2 | 3 | 88 | -1 | 0.0 | -2 | -2 | 1 | 5 |
| 16 | O=C(CSc1nnc(NC(=O)C2CC(=O)N(c3ccc(F)cc3)C2)s1)NC1CCCC1 (centres undefined) | -6 | -3 | 101 | -2 | 2.0 | 8 | 27 | -2 | 10 |
| 17 | O=C(NCc1cccnc1)Nc1cccc([N+](=O)[O-])c1 | -2 | 4 | 105 | 1 | 1.8 | 3 | -3 | -2 | -2 |
| 18 | COc1ccc(CNC(=O)C/C(C)=N/NC(=O)C23CC4CC(CC(C4)C2)C3)cc1 | 0 | -10 | 87 | 4 | -0.8 | -5 | 0 | 1 | 0 |
| 19 | CCC(C(=O)N1CCCCCC1)n1nc(C)n2c(cc3occc32)c1=O (centres undefined) | 1 | 1 | 77 | -3 | -2.7 | -9 | -3 | -3 | -12 |
| 20 | CCOC(=O)C1CCN(C(=O)Nc2ccc3nc(C)c(C)nc3c2)CC1 | -1 | 6 | 106 | 2 | -2.0 | -2 | -4 | 2 | 7 |

Results in HCV core dimer, for four of the compounds above:
nr	SMILES	HCV core dimer
15	O=C(NC1CCCCC1)c1cccs1	-2
16	O=C(CSc1nnc(NC(=O)C2CC(=O)N(c3ccc(F)cc3)C2)s1)NC1CCCC1 (centres undefined)	27
17	O=C(NCc1cccnc1)Nc1cccc([N+](=O)[O-])c1	-3
18	COc1ccc(CNC(=O)C/C(C)=N/NC(=O)C23CC4CC(CC(C4)C2)C3)cc1	0

Carrying on.
| cpd | molecule | PP1 counter | EBNA-1 inhibitor | Yeast superoxide | Fh CTSL1 inh | PP5 primary | JMJD2C inh | HCV core dimer | TPT1 inh | ZTA counter |
| --- | --- | --- | --- | --- | --- | --- | --- | --- | --- | --- |
| 21 | Cc1ccc(F)cc1NC(=O)CN1C(=O)NC2(CCCc3ccccc32)C1=O (centres undefined) | -1 | 10 | 104 | 2 | 0.0 | 55 | -6 | 1 | -6 |
| 22 | Cc1cccc2cc(/C=N/NC(=O)[C@H]3C[C@@H]3c3ccccc3)c(Cl)nc12 | -3 | 6 | 87 | -1 | 0.1 | -9 | 3 | -5 | -1 |
| 23 | COc1ccc(OC)c(CN2C(=O)c3ccccc3C2C(=O)NCC2CCCO2)c1 (centres undefined) | 7 | -11 | 85 | 1 | -0.1 | -14 | 0 | -5 | -15 |
| 24 | O=C(O)CCCC(=O)OCc1c(-c2ccccc2)ncc2ccccc12 | -2 | x | 95 | x | -1.8 | -6 | x | x | 5 |
| 25 | Cc1ccc(C(=O)N(Cc2nc3ccccc3c(=O)[nH]2)C2CCCC2)cc1 | 3 | -7 | 126 | 0 | 4.0 | 1 | 2 | -5 | -1 |
| 26 | C/C(=N\NC(=O)c1cc(C)nc2ccccc12)c1cccc(Cl)c1 | -2 | 4 | 103 | 0 | 0.1 | 35 | 0 | 0 | 1 |
| 27 | Cc1ccnc(N2CCC(C(=O)NNC(=O)c3ccncc3)CC2)n1 | -10 | -1 | 109 | 0 | -3.3 | -30 | -8 | -1 | -5 |
| 28 | Cc1ccc(Cl)cc1N1CCN(S(=O)(=O)c2ccc3c(c2)NC(=O)C(C)C(=O)N3)CC1 (centres undefined) | 7 | 7 | 95 | 4 | -1.0 | -12 | 30 | 3 | 13 |
| 29 | N/C(=N\N=C\c1cccs1)SC1CC(=O)N(c2cccc([N+](=O)[O-])c2)C1=O (centres undefined) | -3 | 1 | 107 | 4 | 2.1 | 3 | 7 | 3 | 8 |
| 30 | O=C(COC(=O)CN1C(=O)c2ccccc2C1=O)Nc1ncc(Cl)cc1Cl | 2 | 7 | 79 | -13 | -1.8 | 15 | 34 | -5 | -5 |
| 31 | Cc1ccc(OCC(=O)Nc2ccccc2-c2ccccc2)cc1 | -2 | -5 | 104 | 1 | 3.2 | 4 | 4 | 0 | -5 |
| 32 | S=C(NCc1ccco1)Nc1ccc(Br)cc1Cl | 1 | 10 | 107 | 0 | 2.9 | -3 | 2 | 2 | -1 |
| 33 | CN1C(=O)NC(c2ccc(O)cc2)C2=C1CN(c1cccc3ccccc13)C2=O (centres undefined) | 1 | -2 | 95 | 0 | -0.8 | -5 | 1 | 0 | 12 |
| 34 | CCC(C)(C)C1CCc2nc3ccccc3c(C(=O)OC(C)C(=O)Nc3c(C)n(C)n(-c4ccccc4)c3=O)c2C1 (centres undefined) | 8 | -5 | 99 | 1 | 0.4 | 10 | 15 | -3 | -8 |
| 35 | CN(Cc1ccccc1)c1ccc(S(=O)(=O)N2CCOCC2)cn1 | -4 | 5 | 96 | 0 | 3.5 | -2 | 1 | 3 | 0 |
| 36 | CCOC(=O)c1cc(-c2csc(COc3ccc(Cl)cc3)n2)on1 | -3 | 12 | 107 | 2 | -2.5 | 3 | 4 | 1 | 8 |
| 37 | C/C(=N\NC(=O)Cc1cccc2ccccc12)c1ccncc1 | 0 | -14 | 117 | -1 | -1.3 | 7 | 7 | 0 | 4 |
| 38 | O=C(CCN1C(=O)S/C(=C\c2ccc(F)cc2)C1=O)Nc1ccc(C(=O)O)c(O)c1 | -2 | -4 | 96 | 1 | -2.9 | 52 | 10 | -1 | 15 |
| 39 | Fc1cccc(Cl)c1CNn1cn[nH]c1=S | 0 | 2 | 96 | -6 | 2.3 | -5 | 2 | -2 | -2 |
| 40 | Nc1c2c(nc3ccccc13)CCCC2=O | -1 | 8 | 108 | -2 | -3.1 | -6 | 4 | 0 | 1 |

More results
| cpd | molecule | PP1 counter | EBNA-1 inhibitor | Yeast superoxide | Fh CTSL1 inh | PP5 primary | JMJD2C inh | HCV core dimer | TPT1 inh | ZTA counter |
| --- | --- | --- | --- | --- | --- | --- | --- | --- | --- | --- |
| 41 | C#CCOc1c(Cl)cc(/C=N/O)cc1OC | 2 | -5 | 97 | -1 | -2.5 | -11 | 2 | 5 | -4 |
| 42 | COc1ccc(N2CCN(C(=O)c3ccc(Cn4c(=S)[nH]c5ccc(N6CCOCC6)cc5c4=O)cc3)CC2)cc1 | 9 | 3 | 83 | 0 | 0.9 | 8 | 20 | 0 | 13 |
| 43 | O=C(NNS(=O)(=O)c1ccc(Cl)cc1)c1sccc1-n1cccc1 | -2 | -3 | 99 | 0 | 3.3 | 3 | 1 | -1 | -6 |
| 44 | N#C/C(=C\c1ccncc1)c1ccccn1 | 1 | 0 | 115 | 2 | 0.9 | -1 | -2 | -2 | -8 |
| 45 | COc1ccc(-n2c(SCC#N)nc3c(sc(=S)n3-c3ccccc3)c2=O)c(OC)c1 | 3 | 6 | 90 | -3 | 1.3 | 7 | 16 | -6 | 4 |
| 46 | Cc1cc(C(=O)N/N=C/c2ccc(C)s2)n[nH]1 | 0 | -18 | 91 | 0 | 1.5 | -20 | -5 | -2 | -5 |
| 47 | CC1(C)CC(=O)C(C=NCCN2CCN(C(=O)c3ccccc3)CC2)=C(O)C1 | -7 | -4 | 110 | 5 | -0.4 | 2 | 0 | 0 | 0 |
| 48 | COc1ccc(Br)cc1C(=O)Nc1ccccc1N1CCCC1 | -4 | -12 | 96 | -2 | -0.2 | -6 | 2 | -4 | 11 |
| 49 | CC(C)C[C@H](NC(=O)NC(C)C)C(=O)O | 0 | 4 | 103 | 2 | 0.9 | 3 | 1 | 2 | 20 |
| 50 | CC(C)(C)OC(=O)N1CCC(c2c(C(=O)NCC3CCN(C4CCCC4)C3)cnn2-c2ccccc2Cl)CC1 (centres undefined) | 1 | -10 | 110 | -3 | 3.0 | 21 | -4 | 2 | 1 |
| 51 | COc1ccc(CCNC(=O)CCN2C(=O)C3CC=CCC3C2=O)cc1OC (centres undefined) | -2 | -7 | 104 | 3 | 1.4 | 12 | 4 | 1 | -2 |
| 52 | Cc1nc(NN)c2c3c(sc2n1)COC(C)(C)C3 | 4 | 4 | 102 | 1 | 1.6 | 8 | 7 | 0 | 4 |

Whole records, looked up by structure. Screens in order: PP1 counter | EBNA-1 inhibitor | Yeast superoxide | Fh CTSL1 inh | PP5 primary | JMJD2C inh | HCV core dimer | TPT1 inh | ZTA counter
Record of `Cc1nc(NN)c2c3c(sc2n1)COC(C)(C)C3` : 4 | 4 | 102 | 1 | 1.6 | 8 | 7 | 0 | 4
Record of `COc1ccc(CCNC(=O)CCN2C(=O)C3CC=CCC3C2=O)cc1OC` (centres undefined) : -2 | -7 | 104 | 3 | 1.4 | 12 | 4 | 1 | -2
Record of `COc1ccc(N2CCN(C(=O)c3ccc(Cn4c(=S)[nH]c5ccc(N6CCOCC6)cc5c4=O)cc3)CC2)cc1` : 9 | 3 | 83 | 0 | 0.9 | 8 | 20 | 0 | 13
Record of `Cc1cc(C(=O)N/N=C/c2ccc(C)s2)n[nH]1` : 0 | -18 | 91 | 0 | 1.5 | -20 | -5 | -2 | -5
Record of `COc1ccc(-n2c(SCC#N)nc3c(sc(=S)n3-c3ccccc3)c2=O)c(OC)c1` : 3 | 6 | 90 | -3 | 1.3 | 7 | 16 | -6 | 4

Bioassay records: PubChem, several laboratories
